RPL19A-GFP yeast – modulators of TOR pathway RPL19A-GFP in S. cerevisiae; 0.3% of 330,000 active; S. cerevisiae RPL19A-GFP strain, flow cytometry, 3 h; hits give low values; percent response vs DMSO, % at 10 µM; AID 2025;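 active means percent response vs DMSO below 50%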;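 further: median channel GFP fluorescence of the barcoded RPL19A-GFP strain; ratio of sample median GFP to plate DMSO average so 100% = DMSO; lower means less RPL19A-GFP as with rapamycin TOR inhibition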
procasp3 activ – procaspase-3 (human) activation; 0.11% of 330,000 active; activation, % at 8.5 µM; recombinant procaspase-3 D3A, Ac-DEVD-pNA absorbance 405 nm; AID 463141;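 active means activation above the mean of all tested compounds plus 3 SD, cut at about 21% in these data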;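 further: 0% = DMSO alone and 100% = DMSO wells spiked with extra 5 µM PC-3 D3A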
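Test system: Procaspase-3 D3A mutant; medium: Zinc-free HEPES/NaCl buffer with 0.01% Triton X-100 at pH 7.4; reagent: DEVD-pNA substrate; doses: one concentration, 8.5 µM nominal, 0.8% DMSO; times: 1 h preincubation plus 2 h reaction at 25 °C; signal: Epi-absorbance at 405 nm of released p-nitroaniline, 0 and 120 min; replicates: singlicate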
MEP2 TOR yeast – yeast TOR pathway MEP2-GFP modulation; GFP response vs DMSO, % at 10 µM; S. cerevisiae MEP2-GFP strain, flow cytometry GFP, 3 h; 100% = DMSO control level; 0.51% of 330,000 active; AID 2016;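 active means GFP response versus DMSO above a set limit, roughly screen mean plus 3 SD, cut at about 180% in these data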;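 further: median GFP fluorescence of the barcode-gated MEP2-GFP cells per well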
proCasp7 act – counter-screen for procaspase-3 activators: activators of human procaspase-7. 0.093% of 330,000 active. recombinant procaspase-7, Ac-DEVD-pNA absorbance 405 nm; D23A/D198A/D206A triple mutant, cannot self-cleave; scale: DMSO 0, 5 µM enzyme 100. AID 463210. activation, % at 8.5 µM;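 active means percent activation above the screen-wide mean plus 3 SD, cut at about 25% in these data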
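Assay system: Uncleavable procaspase-7 mutant enzyme / Input: 2 µM procaspase-7 mutant as dispensed / Dosing: single nominal 8.5 µM compound dose, 0.8% DMSO final / Timing: 1 h enzyme–compound preincubation and 2 h substrate reaction, both 25 °C / Detection: p-Nitroaniline absorbance at 405 nm, read at 0 and 120 min / Replication: singlicate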
ZTA counter – blocks Epstein-Barr virus ZTA, an EBNA-1 counter-screen; P03206; ZTA-DNA binding, fluorescence polarization; inhibition, % at 11 µM; 0.15% of 320,000 active; AID 2234; in the data active means inhibition above about 33%
LAP4 TOR yeast – modulators of TOR pathway LAP4-GFP in S. cerevisiae; S. cerevisiae LAP4-GFP multiplex, flow cytometry GFP, 3 h; median GFP as percent of DMSO wells; 0.34% of 320,000 active; GFP response vs DMSO, % at 10 µM;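 active means GFP response vs DMSO above a set limit, about the screen mean plus 3 SD, cut at about 150% in these data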
AHR act – human AHR activation; P35869; AHR-responsive luciferase reporter cells, luminescence; activation, % at 5 µM; AID 2796; 2.5% of 320,000 active; in the data active means activation above about 47%;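 further: 0% = vehicle wells and 100% = reference agonist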
EBNA-1 inhibitor – blocks EBNA-1 binding to DNA. EBNA-1 DNA binding, fluorescence polarization. inhibition, % at 14.8 µM. 0.34% of 300,000 active; in the data active means inhibition above about 28%
Numbers without * were called inactive; · = no result given. Compounds were not picked by outcome. Share with any hit: about 3.8%.

Values run as follows: RPL19A-GFP yeast | procasp3 activ | MEP2 TOR yeast | proCasp7 act | ZTA counter | LAP4 TOR yeast | AHR act | EBNA-1 inhibitor
#1 O=C(CCC1CCCN(Cc2cccc3c2OCO3)C1)NCc1ccc(F)c(F)c1 (stereo unspecified)
    99 | -9 | 106 | 12 | 5 | 102 | -1 | -2
#2 Cc1ccc(NC(=O)CO/N=C(\N)c2nonc2N)cc1
    96 | -8 | 101 | 3 | 5 | 106 | 1 | 7
#3 CC#CC[N+](C)(C)CCCCCCCC
    101 | 2 | 103 | 4 | -16 | 98 | -1 | 0
#4 CC1CCN(CC2C(=O)O[C@@H]3C[C@@]4(C)CCC[C@H](C)C4=C[C@H]23)CC(C)(C)C1 (stereo partly specified)
    100 | 9 | 93 | -1 | 1 | 113 | 0 | 4
#5 COc1ccccc1CC(=O)Nc1ccc(Cl)cc1C(=O)O
    103 | -1 | 102 | 2 | -25 | 93 | 0 | -10
#6 CC1CC(c2ccccc2)n2nc(NC(=O)c3ccco3)nc2N1 (stereo unspecified)
    102 | 0 | 109 | 6 | -19 | 95 | 2 | 2
#7 O=C(COc1ccccc1Cl)Nc1ccc(S(=O)(=O)N2CCOCC2)cc1
    102 | -5 | 105 | -5 | -3 | 100 | 1 | 3
#8 O=C(NCC(c1cccnc1)N1CCN(c2ccc(F)cc2)CC1)c1cccc(Cl)c1 (stereo unspecified)
    98 | 4 | 101 | 5 | 3 | 101 | -2 | -9
#9 Cc1n[nH]c(C)c1N=Nc1ccc(Br)cc1
    93 | -6 | 101 | -4 | 6 | 147 | 132* | -23
#10 O=C(Nc1nccs1)c1nc[nH]c1C(=O)N1CCc2ccccc2C1
    98 | 8 | 88 | 23 | 1 | 70 | 16 | ·
#11 Fc1ccc(NC(=S)NCCc2ccccc2)c(F)c1F
    96 | -1 | 110 | 9 | 1 | 111 | 1 | -1
#12 C=CCOCCN(C)C1=NS(=O)(=O)c2ccccc21
    96 | -4 | 91 | 2 | 2 | 86 | -1 | -4
#13 COc1cccc2c1cc1c(=O)n(CC(=O)NCc3ccccn3)nc(C)n12
    104 | 9 | 105 | 11 | -14 | 120 | 11 | 8
#14 CCCC(=O)NC(C)c1nc2ccccc2n1CC (stereo unspecified)
    96 | 12 | 96 | 6 | -12 | 96 | 3 | -9
#15 NS(=O)(=O)c1cccc(NC(=S)NCc2ccccc2)c1
    96 | 8 | 90 | -1 | -8 | 103 | 2 | -6
#16 COc1ccccc1CNC(=O)CSc1ccccc1
    104 | -4 | 119 | 0 | -5 | 117 | 7 | 2
#17 C=C1CC[C@@H]2[C@](C)(CO)[C@H](O)CC[C@@]2(C)[C@@H]1/C=C/C1=CCOC1=O
    107 | 0 | 107 | 2 | -3 | 95 | 2 | -10
#18 Cc1nn(-c2ccccc2)c(C)c1C(=O)NCc1ccc(S(N)(=O)=O)cc1
    103 | 1 | 110 | 4 | 6 | 99 | 2 | -3
#19 CCOCCCn1c(SCC(=O)Nc2oc(C)c3c(C)n[nH]c(=O)c23)nnc1-c1ccncc1
    85 | -3 | 93 | -8 | -14 | 89 | 0 | -8
#20 COc1ccc(OC)c(C2C(C(=O)N(C)C)=C(C)Nc3nc4ccccc4n32)c1 (stereo unspecified)
    100 | 2 | 110 | 8 | 7 | 97 | 3 | 0

Compound profiles, as listed above. Order of values: RPL19A-GFP yeast | procasp3 activ | MEP2 TOR yeast | proCasp7 act | ZTA counter | LAP4 TOR yeast | AHR act | EBNA-1 inhibitor
O=C(Nc1nccs1)c1nc[nH]c1C(=O)N1CCc2ccccc2C1 reads 98 | 8 | 88 | 23 | 1 | 70 | 16 | ·
Cc1nn(-c2ccccc2)c(C)c1C(=O)NCc1ccc(S(N)(=O)=O)cc1 reads 103 | 1 | 110 | 4 | 6 | 99 | 2 | -3
COc1ccccc1CC(=O)Nc1ccc(Cl)cc1C(=O)O reads 103 | -1 | 102 | 2 | -25 | 93 | 0 | -10

Next section.
Values run as follows: RPL19A-GFP yeast | procasp3 activ | MEP2 TOR yeast | proCasp7 act | ZTA counter | LAP4 TOR yeast | AHR act | EBNA-1 inhibitor
#21 CCCCOC(=O)NS(=O)(=O)c1sc(CC(C)C)cc1-c1ccc(Cn2c(CC)nc3c(C)cc(C)nc32)cc1
    96 | 4 | 97 | 3 | 6 | 102 | 3 | -8
#22 CCOC(=O)/C=C1\SCC(=O)N1CC(=O)NCc1ccc(OC)c(OC)c1
    96 | 0 | 97 | -4 | -2 | 95 | 0 | 10
#23 Cc1cc(C)n(-c2ccc(C(=O)Nc3cccc(S(=O)(=O)N4CCCC4)c3)cc2)n1
    97 | 5 | 101 | 2 | -2 | 102 | -3 | 24
#24 CCOC(=O)Cn1nnc(-c2ccc([N+](=O)[O-])cc2)n1
    104 | -2 | 100 | 10 | -15 | 105 | 2 | -21
#25 CC(Oc1ccccc1)C(=O)N1CCN=C1SCc1cccc(F)c1 (stereo unspecified)
    104 | 3 | 103 | -9 | -19 | 112 | 2 | -13
#26 COc1ccc(C(=O)NCCOc2cccc(Oc3ccccc3)c2)cc1OC
    100 | -2 | 106 | 2 | -2 | 109 | 1 | ·
#27 CCOC(=O)c1c(NC(=S)NC(C)=O)sc(C)c1C
    97 | 1 | 94 | -11 | -4 | 102 | 25 | 7
#28 Cn1c(=O)c2c(nc3n2CC(O)CN3c2ccccc2)n(C)c1=O (stereo unspecified)
    103 | 11 | 98 | 10 | 12 | 110 | -2 | 13
#29 CN(Cc1ccccc1)C(=O)COC(=O)c1cncc(Br)c1
    103 | 8 | 111 | 10 | -17 | 98 | 1 | -7
#30 CC(C)(C)OC(=O)N1CCC2(CC1)Oc1ccc(Cl)cc1C(=O)C21CC(c2ccc(Cl)cc2)=NO1 (stereo unspecified)
    97 | 4 | 90 | 7 | -2 | 121 | 5 | 14
#31 Cc1ccc2nc(-c3ccc(NC(=O)COC(=O)c4ccc(=O)[nH]c4)cc3)sc2c1
    99 | 4 | 98 | -1 | 19 | 93 | -3 | 9
#32 O=S1(=O)CCOC[C@H](CC2CCCCC2)N1Cc1ccc(Cl)cc1
    98 | -2 | 91 | 3 | 2 | 104 | 3 | -6
#33 Cc1cccc(NC(=O)c2ccc(S(=O)(=O)NCc3ccco3)cc2)n1
    102 | 7 | 104 | 6 | 2 | 109 | 8 | ·
#34 CC(=O)Nc1ccc(NC(=O)Nc2ccc(C)cc2C)cc1
    89 | 1 | 93 | 5 | -11 | 88 | 4 | -3
#35 Cc1ccc(N=Cc2sc(O)c3ccccc23)cc1
    105 | -25 | 97 | -31 | 11 | 115 | 44 | -8
#36 Cn1cnnc1SCCNS(=O)(=O)c1cccc([N+](=O)[O-])c1
    100 | 5 | 106 | 6 | -1 | 99 | -1 | -6
#37 Cc1ccc(NC(=O)CN2C(=O)N/C(=C/c3cccn3-c3ccc(C(=O)O)cc3)C2=O)cc1
    98 | -6 | 98 | -2 | 23 | 99 | 2 | 37*
#38 CCC(C)(C)NC(=O)C(c1ccc(F)cc1)N(Cc1cccc(OC)c1)C(=O)c1cnccn1 (stereo unspecified)
    96 | 1 | 105 | 3 | 2 | 99 | -2 | -9
#39 COC(=O)c1cc(S(=O)(=O)NCC2CCN(Cc3ccc(C)cc3)CC2)c[nH]1
    99 | 0 | 104 | 5 | 9 | 98 | 1 | -5
#40 Cc1ccc(Cn2nnc3c(=O)n(Cc4cc(C)ccc4C)cnc32)cc1
    99 | 9 | 102 | 5 | 8 | 102 | 8 | 5
#41 O=C(N1CCC(n2nc(-c3ccccc3)oc2=O)CC1)C1(c2ccc(Cl)cc2)CC1
    104 | -1 | 105 | 5 | -9 | 106 | 4 | 2
#42 O=C(CN1CCOCC1)Nc1ncccn1
    98 | -4 | 105 | 12 | -5 | 100 | -2 | -2
#43 Cc1ccc(NC(=O)CCC(=O)NNC(=S)Nc2ccc(F)cc2)c(C)c1
    108 | 8 | 104 | 0 | 14 | 94 | 4 | -5
#44 CCn1cc(S(=O)(=O)c2ccc(C)cc2)c(=O)c2cc(F)c(N3CCN(C)CC3)cc21
    99 | 1 | 95 | 0 | 8 | 94 | 1 | 2
#45 Cc1ccc(S(=O)(=O)N(C)c2ccc(C(=O)NCc3ccccn3)cc2)cc1
    101 | -2 | 118 | 6 | -13 | 107 | 11 | -11
#46 Cc1cc2nc(SCCOC(=O)Nc3cccc(Cl)c3)nc(C)c2cc1C
    106 | -14 | 96 | -3 | -5 | 97 | -5 | 4
#47 COc1ccc(CCNC(=O)c2ccc3c(c2)N(Cc2ccc(C)cc2)CCS3)cc1OC
    105 | 8 | 107 | 2 | -15 | 101 | 3 | -7
#48 COc1ccc(NC(=O)CCc2nnc3ccc(N4CCC(C)CC4)nn23)cc1
    93 | -4 | 103 | -4 | -13 | 86 | 0 | -4
#49 CC(CCc1ccccc1)NC(=O)CNC(=O)c1ccccc1Br (stereo unspecified)
    102 | 1 | 100 | 8 | 20 | 98 | -2 | 6
#50 CCOC(=O)CCC(=O)N1CCOCCN(C(=O)CCC(=O)OCC)CCOCC1
    104 | -3 | 97 | 2 | -9 | 92 | -1 | -5
#51 Nc1c(Cl)nc(-c2ccccc2)nc1Cl
    100 | 5 | 92 | 3 | 4 | 107 | 16 | -2
#52 O=C(COC(=O)C1=COCCO1)Nc1ccc(F)cc1
    103 | -9 | 100 | 1 | -24 | 104 | 1 | -1
#53 COc1cccc(/C=N/NC(=O)C(=O)N2CCCCCC2)c1OC
    122 | 3 | 140 | -6 | -1 | 106 | -1 | 4
#54 Cc1cc(C)c(S(=O)(=O)c2ccccc2C(=O)O)c(C)c1
    103 | 5 | 106 | 12 | 15 | 101 | 0 | -5
#55 Cc1nc(NC(=O)/C=C/c2ccccc2)sc1C(=O)N(C)C
    103 | 3 | 87 | -4 | -6 | 84 | 3 | 2
#56 COc1ccc(-c2cc(C(=O)Nc3ccc(OC)c(OC)c3)no2)cc1
    106 | -5 | 135 | 10 | 0 | 105 | 1 | -7
#57 CN(CC(=O)Nc1ccccc1Br)C(=O)c1ccc2c(=O)n3c(nc2c1)CCC3
    102 | 7 | 103 | 0 | 7 | 100 | -2 | ·
#58 Cc1c(OC(C)C(=O)NCc2ccccn2)ccc2c3c(c(=O)oc12)CCC3 (stereo unspecified)
    106 | 3 | 108 | 3 | -4 | 87 | -1 | 2
#59 CN(Cc1ccccc1)S(=O)(=O)c1ccc(S(=O)(=O)N(Cc2ccc(F)cc2)C2CCCC2)cc1
    97 | 4 | 97 | -4 | -22 | 84 | -1 | 1
#60 CC(C)(C)n1ncc2c(=O)n(CC(=O)c3ccc(Cl)cc3)cnc21
    102 | 10 | 99 | 14 | -2 | 107 | -1 | 0
#61 C(=N/N1CCN(c2ccccc2)CC1)/c1cccs1
    100 | -3 | 108 | -14 | -4 | 114 | -12 | 13
#62 COc1ccc(/C=N/N=C2\CC3CCC2(C)C3(C)C)cc1O (stereo unspecified)
    100 | -5 | 114 | 3 | 14 | · | 0 | 8
#63 CCOC(=O)N1CCC(NC(=O)C(Cc2ccccc2)NC(=O)c2ccco2)CC1 (stereo unspecified)
    99 | 7 | 101 | -2 | -6 | 89 | 2 | 0
#64 CC(C)(C)OC(=O)C[C@@H]1C/C=C\C[C@H](CC(=O)N(CCO)Cc2ccccc2)C(=O)NC[C@@H](c2ccccc2)OC1=O
    90 | -2 | 93 | 6 | · | 85 | 2 | ·
#65 COc1cccc(/C=N/NC(=O)CCCC(=O)Nc2ccc(Br)cc2)c1
    99 | 12 | 166 | 10 | -19 | 115 | 14 | 5
#66 Cc1ccccc1C(=O)Nc1ccc(N2CCN(C(=O)c3ccco3)CC2)cc1
    102 | -7 | 98 | -4 | -2 | 105 | -3 | 1

Assay outcomes deposited in PubChem by several laboratories.
